Screens (PubChem BioAssay)
Yeast tox: Inhibitors of S. cerevisiae growth, toxicity | AID 685 | S. cerevisiae wild-type growth, A595 turbidity, 16 h | actives 0.3% (n = 30,000) | growth inhibition, % at 25 µM (by protocol);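 active = mutant and wild-type yeast strains alike exhibit over 30% growth inhibition; inconclusive = a strain exceeds 50% while the second remains under 30%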;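 note: 0% = untreated cell controls and 100% = YPD media blanks without cells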
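System – wild-type and eIF2Bepsilon-R284H mutant S. cerevisiae, screened separately · Measured by – absorbance at 595 nm (turbidity) · Timing – 16 h compound exposure during growth at 30 °C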
Yeast eIF2B: modulators of yeast eIF2B activity; S. cerevisiae eIF2B-epsilon R284H, GCN4-lacZ luminescence; inhibition, % at 25 µM (by protocol); actives 0.91% (n = 27,000);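 active = mutant luminescence inhibited past about 50% while wild type luminescence and mutant growth stay under set limits, limit read from the data; inconclusive = mutant versus wild type luminescence inhibition gap past a set limit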; note: some compounds called inactive have numbers as strong as hits
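Assay system: yeast eIF2B-epsilon R284H mutant carrying GCN4–beta-galactosidase fusion / Buffer or medium: YPD / Incubation: 16 h growth with compound at 30 °C, 90 min Beta-Glo step / Detection: Beta-Glo luminescence after Z-buffer lysis, growth by 595 nm absorbance / Read-out: % inhibition of reporter signal and growth versus controls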
Yeast tox inhibition %: recorded beside Yeast tox, whose call it bears; growth inhibition, %; S. cerevisiae eIF2Bepsilon-R284H mutant growth, A595 turbidity, 16 h;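 each compound tested once at 25 µM; 0% equals untreated cells and 100% equals cell-free medium blanks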
Yeast eIF2B mutant toxicity: further read-out of Yeast eIF2B, marked with its call; growth inhibition, %; measured here: mutant yeast growth, toxicity;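 each compound tested once at 25 µM; zero equals untreated control growth and 100 equals blank medium absorbance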
The depositor's hits bear a star; ? = inconclusive; · = not tested or not shown. Only part of the results is shown, so the mix of outcomes need not match the whole.

structure,Yeast tox,Yeast tox inhibition %,Yeast eIF2B,Yeast eIF2B mutant toxicity
Cc1ccc(-n2ncc3c2ncn2c(-c4ccncc4)nnc32)cc1,-10,8,-30,8
Cc1cc(C)n(-c2nc(N(C)C)nc(N(C)C)n2)n1,·,·,-16,·
O=C(O)CCC(=O)Nc1ccc(F)cc1,-11,8,·,·
CCC1Oc2ccc(C)cc2N(CC(=O)N(Cc2ccncc2)Cc2ccco2)C1=O (stereo not drawn),18,-21,-10,-21
CCc1c(C)nc2cc(-c3ccc(OC)c(OC)c3)nn2c1N1CCC(C)CC1,47,-9,-3,-9
COc1ccc(OC)c(-c2nc(C)sc2CC(=O)O)c1,-12,-13,25,-13
O=C(CCCN1C(=O)c2ccccc2C1=O)Nc1nncs1,-9,-19,4,-19
CC(C)Sc1nc(N)c2c3c(sc2n1)CN(C)CC3,18,14,·,·
CC(=O)Nc1ccc(C2NC(=O)c3ccccc3O2)cc1 (stereo not drawn),12,7,27,7
CCCC(=O)NC1=C(C#N)C2(CCCCC2)Cc2ccccc21,-2,5,·,·
CC1CCCC(C(=O)O)N1C(=O)CCSC(=O)c1ccccc1 (stereo not drawn),-9,14,23,14
COc1cccc(C(=O)Nc2nc(C)cs2)c1,11,-2,12,-2
CC(C)c1ccccc1NC(=O)c1cccc(NC(=O)c2ccccc2)c1,0,6,10,6
COc1cc(OC)cc(-n2nnnc2SCC(=O)Nc2nc3c(s2)CCCC3)c1,12,15,11,15
CCCNC(=O)c1ccc2c(c1)ncn2-c1ccccc1OC,-1,10,9,10

13 of the compounds above, with values under each structure:
Order of values: Yeast tox | Yeast tox inhibition % | Yeast eIF2B | Yeast eIF2B mutant toxicity
O=C(O)CCC(=O)Nc1ccc(F)cc1
→ -11 | 8 | · | ·
CCC1Oc2ccc(C)cc2N(CC(=O)N(Cc2ccncc2)Cc2ccco2)C1=O (stereo not drawn)
→ 18 | -21 | -10 | -21
CCc1c(C)nc2cc(-c3ccc(OC)c(OC)c3)nn2c1N1CCC(C)CC1
→ 47 | -9 | -3 | -9
COc1ccc(OC)c(-c2nc(C)sc2CC(=O)O)c1
→ -12 | -13 | 25 | -13
O=C(CCCN1C(=O)c2ccccc2C1=O)Nc1nncs1
→ -9 | -19 | 4 | -19
CC(C)Sc1nc(N)c2c3c(sc2n1)CN(C)CC3
→ 18 | 14 | · | ·
CC(=O)Nc1ccc(C2NC(=O)c3ccccc3O2)cc1 (stereo not drawn)
→ 12 | 7 | 27 | 7
CCCC(=O)NC1=C(C#N)C2(CCCCC2)Cc2ccccc21
→ -2 | 5 | · | ·
CC1CCCC(C(=O)O)N1C(=O)CCSC(=O)c1ccccc1 (stereo not drawn)
→ -9 | 14 | 23 | 14
COc1cccc(C(=O)Nc2nc(C)cs2)c1
→ 11 | -2 | 12 | -2
CC(C)c1ccccc1NC(=O)c1cccc(NC(=O)c2ccccc2)c1
→ 0 | 6 | 10 | 6
COc1cc(OC)cc(-n2nnnc2SCC(=O)Nc2nc3c(s2)CCCC3)c1
→ 12 | 15 | 11 | 15
CCCNC(=O)c1ccc2c(c1)ncn2-c1ccccc1OC
→ -1 | 10 | 9 | 10

Remaining list, next part:
structure,Yeast tox,Yeast tox inhibition %,Yeast eIF2B,Yeast eIF2B mutant toxicity
Cc1ccc(NC(=O)c2ccc(-c3nn(C)c(=O)c4ccccc34)cc2)cc1,3,11,18,11
Cc1cc(NC(=O)COC(=O)COc2ccc3c(c2)CCC3)no1,26,-14,17,-14
Nc1nnc(SCc2ccc3c(c2)OCO3)s1,6,3,8,3
CCC(CC)C(=O)N=C1SC2CS(=O)(=O)CC2N1CCc1ccc(OC)cc1 (stereo not drawn),19,0,-7,·
O=C1Nc2ccccc2OC1CC(=O)N1CCN(c2cccc(C(F)(F)F)c2)CC1 (stereo not drawn),12,0,44,·
COc1cc(OC)cc(-n2nnnc2SCC(=O)N2CCCc3ccccc32)c1,-6,-9,1,-9
COC(=O)CSc1nc(N)c2c3c(sc2n1)CCCC3,-1,4,14,4
COC(=O)c1ccccc1NC(=O)CSc1n[nH]c(C)n1,-20,-11,19,-11
COC(=O)C1=C(C)OC(N)=C(C#N)C1c1ccsc1 (stereo not drawn),-7,-7,25,-7
CCN(CC)CCCNC(=O)CCc1ccccc1,5,11,18,11
COC(=O)c1[nH]c2cccc(Cl)c2c1NC(=O)CN1CCCCC1C (stereo not drawn),27,-4,26,-4
COC(=O)CSc1nnc(CNC(=O)Cc2ccccc2)n1C,10,-3,31,-3
CC1CCc2c(sc(NC(=O)c3noc4c3CCCC4)c2C(N)=O)C1 (stereo not drawn),-2,-10,10,-10
CCOC(=O)N1CCC(NC(=O)Cn2ncc3ccccc32)CC1,12,7,9,7
c1ccc(-c2cc(-c3nn4c(-c5ccco5)nnc4s3)c3ccccc3n2)cc1,-15,-13,72*,·
COc1cc(-c2nnc(SCC(=O)N3c4ccccc4Sc4ccccc43)o2)cc(OC)c1OC,-3,4,29,4
COc1ccc(-n2nnnc2SCC(=O)NC(=O)Nc2ccc3c(c2)OCCO3)cc1,4,9,·,·
c1ccc(-c2nc(N3CCN(c4ccccc4)CC3)nc(-n3ccnc3)n2)cc1,-17,13,-12,13
CCCCSc1nc(C)c(CC(=O)O)c(=O)[nH]1,11,14,34,14
COC(=O)c1onc(C(=O)c2ccccc2)c1C(=O)OC,7,17,-14,17
CC(Sc1ncnc2ccccc12)C(=O)Nc1ccc2c(c1)OCO2 (stereo not drawn),1,-19,17,-19
CCc1nnc(NC(=O)CSc2nnc(-c3ccco3)n2C)s1,3,-9,30,-9
N#Cc1cccc(NC(=O)CCn2ccnc2)c1,21,0,13,·
COc1cc(C(=O)Nc2ccc(S(=O)(=O)N3CCc4ccccc43)cc2)cc(OC)c1OC,-7,-2,·,·
Cn1cccc1C1(C(F)(F)F)NCCNC1=O (stereo not drawn),8,-10,25,-10
COc1ccccc1C1/C(=C(/O)c2cnn(-c3ccccc3)c2C)C(=O)C(=O)N1CCN(C)C (stereo not drawn),·,·,-28,·
CC(=O)c1cccc(NC(=O)N2CCCC2C(=O)NCc2ccc(F)cc2)c1 (stereo not drawn),16,-5,18,-5
COc1cc(C(=O)NCc2ccc(-c3nc4ccccc4o3)cc2)cc(OC)c1OC,-19,-8,-32,-8
CCOc1ccc(C(=O)Nc2ccncc2)cc1,12,-5,14,-5
COC(=O)c1cc(Br)c(=O)n(CCN(C(C)C)C(C)C)c1,27,17,21,17
O=C(NCCO)c1cccc(Cl)c1,4,14,24,14
O=C(Nc1nccs1)c1ccc(COc2ccc(Cl)cc2)o1,6,-3,20,-3
CCn1c(Cc2ccccc2)nnc1SCC(=O)NC1CC1,18,13,13,13
CC1(C)Cc2c(sc3c2c(=N)n(Cc2ccco2)c(=O)n3CC(=O)Nc2ccccc2)CO1,27,23,22,23
CC(C)NC(=O)N(O)C1N(Cc2ccc3c(c2)OCO3)C(=S)SC1(C)C (stereo not drawn),13,19,-33,19
O=C(CN1C(=O)CSc2ccccc21)NCCC1=CCCCC1,3,-27,21,-27
COc1ccccc1NS(=O)(=O)c1ccc2oc(SC3CCOC3=O)nc2c1 (stereo not drawn),12,14,11,14
CCn1cc(C(=O)N2CCc3ccccc32)c(=O)c2cc(S(=O)(=O)N3CCOCC3)ccc21,·,·,11,·
CC(=O)Nc1ccc(S(=O)(=O)Nc2nccc(C3Cc4ccccc4C(=O)O3)n2)cc1 (stereo not drawn),36,3,8,3
COC(=O)c1cc(Br)c(=O)n(Cc2ccc(C(=O)O)cc2)c1,4,-13,-14,-13
COc1ccc(CN2C(=O)c3cccnc3C2Nc2cc(Cl)ccc2OC)cc1 (stereo not drawn),·,·,16,·
CC1CCCN(C/C(O)=C(\C#N)c2nc3ccccc3[nH]2)C1 (stereo not drawn),9,-4,3,-4
O=C(CN1C(=O)c2ccccc2C1=O)Nc1cccnc1,-12,9,26,9
Cc1oc(-c2cccc(Cl)c2)[n+]([O-])c1C,0,17,18,17
Clc1cccc(-c2cc3nc4c(c(N5CCN(c6cnccn6)CC5)n3n2)CCCC4)c1,-19,-32,·,·
COc1ccc(-c2cc(C(F)(F)F)nc(SCC(=O)N3CCOCC3)n2)cc1OC,·,·,7,·
NC(=O)C1(N2CCCCC2)CCN(C(=O)c2cccn3c(=O)c4cc(Cl)ccc4nc23)CC1,18,23,26,23
O=C(CCN1C(=O)C2C3C=CC(C3)C2C1=O)Nc1ccc(F)cc1 (stereo not drawn),-6,19,-10,19
CCOC(=O)c1csc(NC(=O)CSc2nnnn2-c2ccc(OCC)cc2)n1,-25,-48,3,-48
CCCCN1CNC(=S)N(c2cc(C)ccc2C)C1,15,11,16,11
CCOc1cc(C(=O)Nc2ccon2)cc(OCC)c1OCC,·,·,9,·
Cc1c(C(=O)OC(C)C)sc(NC(=O)C2CCCO2)c1C(=O)OC(C)C (stereo not drawn),4,12,·,·
O=C(CN1CCOCC1)Nc1ccccc1C(=O)O,38,7,20,7
O=C(c1cc(-c2ccc(Cl)c(Cl)c2)on1)N1CCCCC1,-16,5,-26,5
NC(=O)C1CCN(C2CC(=O)N(Cc3cccs3)C2=O)CC1 (stereo not drawn),9,0,·,·
Cn1c(=O)n(CC(=O)N2CCN(c3nnc(-c4ccccc4)c4ccccc34)CC2)c2ccccc21,·,·,-10,·
COC(=O)n1c(SC)nc2ccccc21,10,-14,26,-14
O=S(=O)(Nc1ccc(S(=O)(=O)Nc2cccc3ccccc23)cc1)c1ccccc1,-3,5,·,·
CC(=O)NC12CC3CC(C1)CC(C(=O)Nc1nccs1)(C3)C2,12,5,18,5
O=S1(=O)N=C(Nc2nc3c(s2)CCCC3)c2ccccc21,·,·,-88,·

Remaining list, next part.
structure,Yeast tox,Yeast tox inhibition %,Yeast eIF2B,Yeast eIF2B mutant toxicity
Cc1cc(C(C)(C)C)cc(S(=O)(=O)Nc2cccc(C(=O)O)c2)c1C,5,12,-4,12
CCOC(=O)Cc1csc(NC(=O)CSc2nnc(C(C)C)n2C)n1,32,3,18,3
CCN(CC)c1ccc(C(=S)N2CCN(c3ccccc3)CC2)cc1,-8,-3,2,-3
Cc1nc(SCC(=O)NC(C)c2ccccc2)c2oc3ccccc3c2n1 (stereo not drawn),-26,-33,-4,-33
CCCCNC(=O)C1CC(=O)N(C2CCCC2)C1 (stereo not drawn),12,7,·,·
CC(Oc1ccc(F)cc1)C(=O)Nc1ccc2ccccc2c1 (stereo not drawn),32,19,17,19
O=C(CN(Cc1ccccc1Cl)C(=O)Cn1nnc(-c2cccs2)n1)NCC1CCCO1 (stereo not drawn),1,-17,34,-17
O=C(c1ccccc1NS(=O)(=O)c1ccc(F)cc1)N1CCCC1,20,13,19,13
CCOC(=O)c1cc(-c2ccc(C)cc2)n(CCC(=O)NCCN(C)C)c1C,6,2,30,2
O=C(c1cc2sccc2n1Cc1ccc(F)cc1)N1CCCc2ccccc21,·,·,23,·
COCCN1C=C(C(=O)OC)C(c2ccccc2C(F)(F)F)C(C(=O)OC)=C1,?,·,16,-10
O=C(CSc1nnc(-c2ccncc2)n1Cc1ccco1)OC1CCCCC1,16,10,18,10
Clc1ccc(-c2noc(CCCc3ccccc3)n2)cc1,-1,15,-21,15
N#Cc1c(NCCN)nc(-c2ccccc2)c2c1CCCC2,-1,0,19,·
CCc1nc2c(sc3nc4c(cc32)COC(C)(C)C4)c(=O)n1Cc1ccco1,·,·,26,·

A second format for some results above:
Structure: COc1cc(C(=O)Nc2ccc(S(=O)(=O)N3CCc4ccccc43)cc2)cc(OC)c1OC
  Yeast tox: -7	Yeast tox inhibition %: -2	Yeast eIF2B: ·	Yeast eIF2B mutant toxicity: ·
Structure: Cn1cccc1C1(C(F)(F)F)NCCNC1=O (stereo not drawn)
  Yeast tox: 8	Yeast tox inhibition %: -10	Yeast eIF2B: 25	Yeast eIF2B mutant toxicity: -10

(list continues)
structure,Yeast tox,Yeast tox inhibition %,Yeast eIF2B,Yeast eIF2B mutant toxicity
Cn1c2c(c(=O)n(C)c1=O)C(NS(=O)(=O)c1ccc(Cl)cc1)(C(F)(F)F)C(=O)N2 (stereo not drawn),10,22,·,·
COc1cc(NC(=O)c2cc(C(C)C)on2)c(OC)cc1Cl,23,18,14,18
CCC1=[N+](C)CCn2c(C)ccc21,1,14,6,14
Cc1c(/C=C(\C#N)c2nn(-c3ccccc3)c(N)c2C#N)c2ccccc2n1Cc1ccc(F)cc1,8,0,30,·
CCc1nnc(NC(=O)CSc2nc(C)c3c(c2C#N)CCCC3)s1,0,24,32,24
C=CCn1c(Cc2cccs2)nnc1SCC(=O)Nc1cccc(OC)c1,16,-4,6,-4
CCOC(=O)N1CCN(c2ccc(C(C)=O)cc2F)CC1,-2,0,-3,·
CCOC(=O)c1csc(NC(=O)CSc2nnnn2-c2cccc(OC)c2)n1,·,·,13,·
Cc1cccc(NC(=O)CSc2n[nH]c(-c3ccncc3)n2)c1,·,·,-47,·
CCOc1ccccc1C1CC(=O)Nc2cc3c(cc21)OCCO3 (stereo not drawn),-3,12,-19,12
